Pin1 inh = blocks the human prolyl isomerase Pin1; Q13526; Pin1 FP peptide displacement, HiFluor488, 10 min; Potency, µM (titrated, usually from 115 µM), without a hit: at the highest dose activity, negative = inhibition, actives largely listed as inhibitors; hit rate 0.009% among 390,000; active = well fitted inhibition curve with a large enough effect in the polarisation, with a control signal flat, not every such curve was filed as active; inconclusive = small, poorly fitted or top-dose-only effect, or effect the other way, or a change in a side signal; inactive = no such curve, though single readings can be large or run the other way; the % refers to the polarisation; note: potency is the fitted concentration of half-maximal effect; % is set by controls: 0 for no effect and ±100 for the full control effect
Target sequence (Q13526 whole entry, looked up): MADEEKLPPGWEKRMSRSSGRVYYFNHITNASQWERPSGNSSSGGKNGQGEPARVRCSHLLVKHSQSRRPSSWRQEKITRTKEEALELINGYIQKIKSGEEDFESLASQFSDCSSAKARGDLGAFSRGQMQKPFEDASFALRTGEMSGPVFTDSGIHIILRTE
rTrxR1 inhibitor = blocks rat thioredoxin reductase 1; O89049; recombinant rTrxR1, NADPH fluorescence consumption, selenite substrate; Potency, µM (highest dose often 114 µM), inactives show top-dose activity change, negative = inhibition, hits mostly inhibitors; hit rate 1% among 390,000; note: potency is the fitted concentration of half-maximal effect; % is set by controls: 0 for no effect and ±100 for the full control effect; nearly all actives have a fitted effect of over 65% in size
Target sequence (O89049 whole entry, looked up): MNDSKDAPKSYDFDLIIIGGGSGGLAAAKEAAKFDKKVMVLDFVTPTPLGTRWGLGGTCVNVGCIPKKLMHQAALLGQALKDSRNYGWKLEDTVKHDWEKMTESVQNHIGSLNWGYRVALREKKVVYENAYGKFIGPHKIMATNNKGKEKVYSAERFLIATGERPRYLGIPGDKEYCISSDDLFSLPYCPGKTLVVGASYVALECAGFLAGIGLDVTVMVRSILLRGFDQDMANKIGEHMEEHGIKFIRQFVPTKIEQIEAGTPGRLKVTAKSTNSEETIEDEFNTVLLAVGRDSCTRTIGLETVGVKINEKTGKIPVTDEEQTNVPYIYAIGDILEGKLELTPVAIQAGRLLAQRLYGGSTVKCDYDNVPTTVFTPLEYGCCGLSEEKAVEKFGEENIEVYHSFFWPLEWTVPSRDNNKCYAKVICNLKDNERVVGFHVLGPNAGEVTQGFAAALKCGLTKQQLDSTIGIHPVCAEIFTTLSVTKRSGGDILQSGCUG
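Rat TrxR1 (90 nM in the dispensed reagent) was pre-reduced with 400 uM NADPH for 5 min at room temperature, then incubated with compound for 15 min. After 400 uM selenite was added, NADPH fluorescence (Ex 340/Em 450 nm) was followed for 8 min.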
TrxR1 substrate = rat thioredoxin reductase 1 substrate activity; AID 588456; purified TrxR1 substrate turnover, NADPH consumption readout; O89049; hit rate 0.01% among 390,000; Potency, µM (doses to about 114 µM), inactives show at the top dose activity change, negative = substrate turnover; note: potency is the fitted concentration of half-maximal effect; % is set by controls: 0 for no effect and ±100 for the full control effect; nearly all actives have a fitted effect of over 50% in size
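Rat TrxR1, dispensed at 90 nM, was prereduced with 400 uM NADPH (final) for 5 min at ~22 deg C, then incubated with compound 15 min before 400 uM selenite. A first-read NADPH fluorescence drop versus no-compound background flagged substrates.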
USP1-UAF1 inh = inhibitors of human USP1/UAF1 deubiquitinase | O94782 | recombinant USP1/UAF1, Ub-Rhodamine cleavage fluorescence | Potency, µM (highest dose often 57.1 µM), without a hit: at the highest dose activity change, negative = inhibition, actives largely listed as inhibitors | hit rate 0.23% among 390,000 | AID 743255; note: potency is the fitted concentration of half-maximal effect; % is set by controls: 0 for no effect and ±100 for the full control effect; nearly all actives have a fitted effect of over 60% in size; inactives centre near -12
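Step one: compound is pinned into 1nM USP1/UAF1 in HEPES pH 7.8 buffer with TCEP. Step two: 15 min room-temperature incubation. Step three: Ub-Rho (150nM final) starts cleavage, tracked by fluorescence over six one-minute reads.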
IDH1 R132H inh = blocks human mutant IDH1 R132H enzyme | IDH1-R132H enzyme, NADPH consumption, diaphorase/resazurin fluorescence | AID 602179 | O75874 | hit rate 0.093% among 390,000 | Potency, µM (doses to about 76.6 µM), for the others: at the top dose activity change, negative = inhibition, usual class: inhibitors; note: potency is the fitted concentration of half-maximal effect; % is set by controls: 0 for no effect and ±100 for the full control effect; nearly all actives have a fitted effect of over 65% in size
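IDH1-R132H (0.5 ug/mL) preincubated 30 min with compound, then NADPH (0.016 mM) and alpha-KG (2 mM) added; 80 min at RT, pH 7.5. Remaining NADPH coupled via diaphorase/resazurin to fluorescence (540/590 nm); concentration-response curves normalized to no-enzyme control.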
D2 agonist = agonists of human D2 dopamine receptor; P14416; HEK293 T-REx D2 cells, calcium flux agonist mode; activation, % at 2 µM; hit rate 0.53% among 340,000;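 active = activation over 3 SD above normal in the single-dose calcium agonist read, cut at about 30% in these data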; note: 0% is about no effect
Target sequence (P14416 whole entry, looked up): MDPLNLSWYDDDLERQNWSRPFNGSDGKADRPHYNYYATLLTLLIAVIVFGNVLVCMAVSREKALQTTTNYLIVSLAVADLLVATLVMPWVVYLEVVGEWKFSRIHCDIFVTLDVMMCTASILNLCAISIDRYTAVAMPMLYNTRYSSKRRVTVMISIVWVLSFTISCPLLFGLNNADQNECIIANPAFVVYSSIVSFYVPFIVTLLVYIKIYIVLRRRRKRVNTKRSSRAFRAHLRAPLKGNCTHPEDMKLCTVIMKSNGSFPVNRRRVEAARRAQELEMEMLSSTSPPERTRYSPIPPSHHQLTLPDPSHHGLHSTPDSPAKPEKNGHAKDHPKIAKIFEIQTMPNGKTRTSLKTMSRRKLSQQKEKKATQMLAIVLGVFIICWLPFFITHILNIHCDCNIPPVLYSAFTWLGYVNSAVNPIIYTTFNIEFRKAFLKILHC
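Tetracycline-induced HEK293 Trex cells with D2 receptor force-coupled to calcium signaling, plated overnight at 30 C and loaded with no-wash calcium dye. Calcium flux read kinetically for 180 s after compound addition; responses flag agonists.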
TRHR agonist = agonists of human TRH receptor | P34981 | TRHR cells, calcium flux fluo-8, FDSS agonist mode | activation, % at 2 µM | hit rate 0.18% among 360,000 | AID 493084; in the data active = activation above about 30%; note: 0% is about no effect
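In this calcium-flux screen, cells bearing human TRHR are dye-loaded with fluo-8, baselined for 10 cycles, then exposed to library compounds; positive kinetic calcium responses during the agonist phase mark hits, with TRH as control.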
TRHR PAM = TRH receptor (human) allosteric enhancement; TRHR cells, fluo-8 calcium fluorescence, EC20 TRH enhancement; AID 493056; hit rate 0.66% among 360,000; P34981; enhancement, % at 2 µM; in the data active = enhancement above about 30%; note: 0% is about no effect
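TRHR-expressing cells loaded with fluo-8 calcium dye were read kinetically (ex 480/em 530) during compound addition, then stimulated with an EC20 of TRH (10 nM final). Enhancement of the Gq-mediated intracellular calcium response was scored.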
D2 antag = D2 dopamine receptor (human) antagonism | P14416 | HEK293 TREx D2 cells, calcium flux, dopamine EC80 | inhibition, % at 10 µM | hit rate 2% among 340,000; in the data active = inhibition above about 30%; note: 0% is about no effect
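Tetracycline-induced HEK293 T-REx cells expressing D2 force-coupled to calcium signalling were dye-loaded, exposed to compound for 180 s, then challenged with an EC80 of dopamine; calcium flux was followed kinetically for a further 180 s.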
An asterisk follows results filed as active; u = inconclusive; x = not tested or not shown; & = joins results of further samples; [ ] = dose if it differs, or a comment. Unless noted, calls come from the whole dose curve; as a rule, active = well fitted inhibition curve with a large enough effect; inconclusive = small, poorly fitted or top-dose-only effect; inactive = no such curve, though single readings can be large or run the other way. Only part of the results is shown (hit frequency here may not be typical).

Below each SMILES – Pin1 inh, rTrxR1 inhibitor, TrxR1 substrate, USP1-UAF1 inh, IDH1 R132H inh, D2 agonist, TRHR agonist, TRHR PAM, D2 antag
1. CC(=O)c1cnc2scnn2c1=O
  -4%, -2%[57.1 µM], 0%[57.1 µM], -20%, 4%, -0.4, 0.6, 1, -4
2. O=C(Nc1ncc([N+](=O)[O-])s1)c1cccs1
  29%&44%, -8%, -15%&-10%, -28%&-12%, 5%&9%, 4.2&2.5, 3.1&3.3, 6&-7, -6&6
3. Cc1ccc2cc(C#N)c(N3CCCN(C(=O)c4cnccn4)CC3)nc2c1
  -1%, 28%[57.1 µM], 19%[57.1 µM], -13%, -4%, x, -0.1, 11, x
4. CCc1cccc(NC(=O)CSc2ncccc2C(=O)Oc2ccccc2Cl)c1
  u, 23%, 10%[0.457 µM], u, -11%, -1.2, 0.7, 6, x
5. Fc1cccc(/C=N/Nc2ncnc3nc[nH]c23)c1
  0%, -4%, -7%, -16%, 9%, x, 0.1, -5, x
6. Clc1ccccc1-c1nn2c(COc3ccccc3)nnc2s1
  -3%, -9%, 2%[57.1 µM], -13%, -3%, 0.4, -0.6, -2, 21
7. COc1ccccc1OCC(=O)NCCSCc1cccc(Cl)c1
  0%, -7%, -14%, -11%, -3%, 0.0, -1.4, -1, -1
8. Cc1cc(NS(=O)(=O)c2ccc(NC(=O)c3ccccc3F)cc2)nc(C)n1
  2%, 11%, 3%, -8%, -5%, 0.6, 0.6, 2, x
9. Cc1ccc(-n2nc(C)c(C(=O)Nc3cccc(C(=O)NC4CC4)c3)n2)c(C)c1
  7%, -4%, -12%, -18%, -10%, -0.4, -1.1, 0, -14
10. CC1CN(C(=O)N2CCC(C(=O)NCCC3=CCCCC3)CC2)c2ccccc2O1 (stereo unspecified)
  1%, 4%, 7%[11.4 µM], -1%, 3%, -1.6, -0.3, -2, x
11. Cc1ccc(CNc2ncnc3c2c(-c2ccccc2)cn3-c2ccccc2)cc1
  0%, 25%[57.1 µM], 4%[57.1 µM], -28%, 5%, 26, 0.5, 8, x
12. COC(=O)C1=C(C)N(C)C(=S)NC1c1ccc(Cl)cc1 (stereo unspecified)
  -7%, 10%[57.1 µM], 7%[57.1 µM], -19%, 0%, 0.6, -0.7, 5, -19
13. Cc1cccc(N(CC(=O)NC2CC2)S(=O)(=O)c2ccc(Cl)cc2)c1
  -1%, 13%, 6%, -16%, -3%, -0.8, -0.4, -5, -18
14. COc1ccccc1CNS(=O)(=O)c1cc(C(=O)Nc2cccc(C(F)(F)F)c2)ccc1F
  7%, 11%[57.1 µM], 0%[57.1 µM], 2%, -9%, -0.1, 0.5, -19, x
15. Nc1ccc(N2CCN(C(=O)c3cccs3)CC2)cc1
  -1%, 1%, 1%, -18%, 20%, -0.4, -0.1, -4, 10
16. CSc1nnc2c3cc(F)ccc3n(Cc3ccccc3)c2n1
  -5%, 29%, 6%, -6%, 8%, -0.7, -1.6, 7, -7
17. Cc1cc2nc(-c3ccc(SCC(=O)Nc4ccc(S(=O)(=O)NC5CC5)cc4)nc3)[nH]c2cc1C
  u, 7%, 51%[activator], -20%, -4%, -0.1, 1.8, 0, 16
18. CCN(CC)C(=O)C1CCC(CNS(=O)(=O)c2cccc3nsnc23)CC1 (stereo unspecified)
  -12%, 11%, -3%, -9%, 5%, 0.2, 0.3, 4, -10
19. Cc1ccc(C)c(NC(=S)NCCN(C2CCCCC2)C2CCCC2)c1
  11%, -4%, 1%, -19%, -7%, -0.4, 1.1, 0, 1
20. COc1ccc(CCNS(=O)(=O)c2ccc(-n3cnnn3)c(OC)c2)cc1OC
  -3%, 15%, 6%, -5%, -3%, -0.2, 0.7, -3, -16

The results go on.
Below each SMILES – Pin1 inh, rTrxR1 inhibitor, TrxR1 substrate, USP1-UAF1 inh, IDH1 R132H inh, D2 agonist, TRHR agonist, TRHR PAM, D2 antag
21. CC(C)(C)NC(=O)COC(=O)c1cncc(Br)c1
  -8%, 7%[57.1 µM], 6%[57.1 µM], -24%, 0%, 0.3, 1.0, 0, -1
22. O=c1[nH]c(C2CCN(S(=O)(=O)c3ccc4c(c3)OCCO4)CC2)nc2c1nnn2Cc1cccc(F)c1
  37%[activator], 22%, 3%, -21%, -7%, 0.5, 0.8, -13, -19
23. NS(=O)(=O)c1ccc(CNC(=O)/C=C/c2cccc(Cl)c2)cc1
  -4%, 1%, -1%, -19%, 7%, 0.0, 0.5, -4, -6
24. Cc1ccccc1OCc1nc(C#N)c(N2CCCC2)o1
  4%, 28%[57.1 µM], 9%[57.1 µM], -12%, -3%, -0.2, -2.0, -2, -9
25. Cc1ccc(NC(=O)N2CCc3ccccc3C2)c(C)c1
  -8%, 18%, 4%, -20%, 0%, x, -0.2, -3, x
26. C=CCC[C@@H](Cc1ccc(F)cc1)C(=O)OC[C@@H](NC(=O)[C@H](CC=C)CC(=O)NCCO)C(C)(C)C
  -5%, 8%[57.1 µM], -8%[57.1 µM], -9%, 13%, x, x, x, x
27. COCCn1c(=O)[nH]c2cc(C(=O)Nc3cc(OC)c(OC)c(OC)c3)ccc2c1=O
  -19%, 9%, 0%, -1%, 0%, -0.1, -0.6, 22, 5
28. O=C(NCCOc1ccccc1Cl)c1ccc2c(c1)S(=O)(=O)c1cc(Cl)ccc1C2=O
  -4%, -2%[57.1 µM], 4%[57.1 µM], -15%, -5%, x, x, x, x
29. CCn1ncc(C2=NOC(C(=O)Nc3c(C)n(C)n(-c4ccccc4)c3=O)C2)c1C (stereo unspecified)
  3%, 11%, 4%, -14%, 2%, -0.3, 0.3, -2, 0
30. CCc1ccc(Oc2c(C(F)(F)F)oc3c(CN4CCN(C)CC4)c(O)ccc3c2=O)cc1
  -3%, 13%, 2%, -26%, 8%, 1.0, 3.9, -3, x
31. CCn1c(CCCOc2ccc(Cl)cc2Cl)nnc1SCC(=O)Nc1cc(F)ccc1C
  7%, 8%, -1%, -17%, 0%, 3.2, 0.9, -1, -3
32. Cc1cc(C)c(NC(=O)c2ccc[n+](Cc3ccc([N+](=O)[O-])cc3)c2)c(C)c1
  5%, -17%[57.1 µM], 3%[57.1 µM], 1%, -2%, 0.2, -1.1, 5, -4
33. Cc1cc(C)n2nc(CNS(=O)(=O)c3ccc(F)cc3)nc2n1
  -7%&-2%, 7%[57.1 µM], 9%[57.1 µM], -17%&-18%, 2%&14%, -0.3&-1.1, 0.3&-2.0, 0&1, 1
34. Cc1ccc2nc3c(cc2c1)c(NC(=O)c1ccccn1)nn3CC(C)C
  -4%, -5%, -4%, -19%, -3%, -0.1, 0.9, -5, -21
35. O=C(O)c1sc2cc(C(F)(F)F)cnc2c1-c1cccs1
  3%, 14%[57.1 µM], 13%[57.1 µM], -6%, 12%, 2.4, 0.2, 3, -6
36. CC(C)(C)c1ccc(-c2nc3[nH]c(=O)cc(NC(=O)c4ccco4)n3n2)cc1
  2%, -6%, -9%, -16%, -11%, -1.8, 0.3, 3, -1
37. COCCN(C(=O)c1cc(OC)c(OC)c(OC)c1)c1c(N)n(Cc2ccccc2)c(=O)[nH]c1=O
  6%, 14%[57.1 µM], 1%[57.1 µM], -4%, -3%, 0.3, 0.5, 4, 1
38. CCSc1nc(-c2ccccc2)nc(C(Cl)Cl)n1
  -6%, 2%, -2%, -31%, 2%, 3.3, -0.1, 8, 4
39. CC(=O)c1ccc(N2CCCCCC2)c(F)c1
  0%, 10%[57.1 µM], 7%[57.1 µM], -29%, 4%, -1.7, -0.7, 1, 16
40. Cc1cc(=O)oc2cc(NC(=O)c3ccc(OC(F)F)cc3)ccc12
  20%, 23%, 34%, -11%, 6%, -0.1, 0.4, 11, 2

Remaining list, next part:
Below each SMILES – Pin1 inh, rTrxR1 inhibitor, TrxR1 substrate, USP1-UAF1 inh, IDH1 R132H inh, D2 agonist, TRHR agonist, TRHR PAM, D2 antag
41. CCC(C)(C)n1nnnc1C(c1ccc(F)cc1)N1CCN(C(=O)c2ccco2)CC1 (stereo unspecified)
  -8%, 6%[57.1 µM], 9%[0.0914 µM], -17%, -4%, -0.3, -0.4, -3, -6
42. O=C(CSc1ncn[nH]1)N1c2ccccc2Sc2ccccc21
  1%, 17%, 5%, -7%, 2%, x, -1.1, 8, x
43. CC(C)c1ccc(C(=O)N2CCN(c3cnn(C)c(=O)c3Cl)CC2)cc1
  -5%, 10%[57.1 µM], 4%[57.1 µM], -8%, -8%, 0.6, -0.8, -1, -12
44. COc1ccc(CC(=O)Nc2ccc(NC(=O)c3ccc(Br)cc3)cc2)cc1OC
  -9%, 11%[57.1 µM], -2%[57.1 µM], -22%, 0%, 1.1, 0.1, -12, 1
45. COCCN1CC(C(=O)NCc2ncccc2C)CCC1=O (stereo unspecified)
  -2%, 14%, 2%, -6%, 9%, -0.3, 0.1, 2, 8
46. COc1ccc(-c2cc(C(=O)OCC(=O)c3ccc(C)c([N+](=O)[O-])c3)c3ccccc3n2)cc1
  9%, -6%, 7%, -1%, 1%, -0.8, -0.7, -2, 0
47. CC(=O)N1CCOc2ccc(S(=O)(=O)NCc3ccccc3Cl)cc21
  1%, 1%, -8%, -18%, -8%, 0.2, -0.3, 0, -5
48. COc1ccccc1CNC(=O)COC(=O)/C=C/c1ccc2c(c1)OCO2
  -5%, -9%, 3%, -11%, 1%, x, x, x, x
49. CCc1nn(Cc2cccc(F)c2)c(=O)c2cc3cc(C)ccc3n12
  0%, 28%, 5%, -21%, -8%, 0.9, 4.3, -3, x
50. Cc1noc(C)c1S(=O)(=O)N1CCC(C(=O)N2CCN(c3ccccc3Cl)CC2)CC1
  -5%, u, 6%, 5%, -2%, 0.0, -1.0, 4, 14
51. Cc1cc(C(=O)Cn2nc(C(=O)O)c3ccccc3c2=O)c(C)n1-c1ccccc1
  21%, 3%, -6%, -19%, 5%, 0.7, 0.6, -1, -9
